ALOX12 inh: blocks human arachidonate 12S-lipoxygenase. Potency, µM (top dose mostly 108 µM), inactives show top-dose activity change, negative = inhibition, most hits filed as inhibitors. AID 1671190. 580,000 tested, 1.1% active. P18054. purified 12hLO, xylenol orange hydroperoxide absorbance; active means well fitted inhibition curve with a large enough effect
Target sequence (P18054 whole entry, looked up): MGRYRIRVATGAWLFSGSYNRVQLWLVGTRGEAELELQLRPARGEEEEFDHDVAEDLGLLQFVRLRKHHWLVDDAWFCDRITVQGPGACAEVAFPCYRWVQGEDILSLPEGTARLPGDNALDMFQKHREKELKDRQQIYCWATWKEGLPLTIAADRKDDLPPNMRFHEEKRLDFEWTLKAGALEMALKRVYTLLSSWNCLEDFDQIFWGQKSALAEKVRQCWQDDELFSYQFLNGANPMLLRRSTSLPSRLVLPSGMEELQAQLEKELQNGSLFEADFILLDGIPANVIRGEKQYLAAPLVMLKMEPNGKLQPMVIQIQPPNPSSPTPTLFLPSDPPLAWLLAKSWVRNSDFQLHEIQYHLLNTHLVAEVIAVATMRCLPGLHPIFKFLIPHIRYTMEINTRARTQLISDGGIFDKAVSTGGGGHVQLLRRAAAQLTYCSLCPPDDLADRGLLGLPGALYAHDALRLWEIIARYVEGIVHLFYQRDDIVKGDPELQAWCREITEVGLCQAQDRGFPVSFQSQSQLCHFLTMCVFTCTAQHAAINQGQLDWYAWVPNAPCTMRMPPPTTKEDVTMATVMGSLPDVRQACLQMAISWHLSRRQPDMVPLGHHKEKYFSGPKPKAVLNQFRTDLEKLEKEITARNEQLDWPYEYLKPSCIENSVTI
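Hydroperoxide product was detected by ferrous iron/xylenol orange as the 573 to 405 nm absorbance ratio. Arachidonic acid at 40 uM (final) was turned over for 30 min at room temperature by 150 nM human 12hLO, pH 7.0 Hepes buffer, after 15 min compound preincubation.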
An asterisk follows results filed as active; [ ] = remark or other dose. On the % scale 0 is the no-effect control and ±100 the full control effect; potency means the concentration at half of the fitted maximal effect. These rows are one share of the data, so the mix of outcomes need not match the whole.

SMILES	ALOX12 inh
Cc1cccc(CN2C[C@@H](F)[C@@H](OCc3nc4ccccc4n3C)C2)n1	37.5%[activator][176 µM]
O=C(N1CCN(S(=O)(=O)c2cccc(F)c2)CC1)N1CC2CC(C1)[C@H]1CCCC(=O)N1C2 (stereo partly specified)	67.5%[activator]
COc1ccc(-c2cc(N3CCCC(NC(=O)c4cc(F)ccc4Cl)C3)n[nH]2)cc1 (stereo unspecified)	6.6%
C[C@@H](O[C@H]1OCCN(Cc2n[nH]c(=O)[nH]2)[C@@H]1c1ccc(F)cc1)c1cc(C(F)(F)F)cc(C(F)(F)F)c1	-13.8%[57.4 µM]
COc1ccc(O[C@H]2COCCN(C(=O)COc3ccccc3)C2)cc1	46.9%[activator][176 µM]
Cc1nc2nc(N)nn2c(C)c1CC(=O)NC(C)C1CC1 (stereo unspecified)	-39.1%
CN(Cc1ccccc1)Cc1ccc(F)cc1	-3.7%[176 µM]
CN(C)CCN1CC[C@H]2CN(S(=O)(=O)c3ccccc3)CC[C@H]2CC1=O	18.8%[176 µM]
O=c1c2cnc3nc(-c4ccncc4)nn3c2ccn1CCN1CCCCC1	-5.3%
Cc1cnc(C(=O)NC2C[C@H]3CC[C@@H](C2)N3C(=O)c2ccc(C)s2)cn1 (stereo partly specified)	13.5%

4 entries out of the list above, sorted by the number in ALOX12 inh, ascending:
SMILES	ALOX12 inh
Cc1nc2nc(N)nn2c(C)c1CC(=O)NC(C)C1CC1 (stereo unspecified)	-39.1%
O=c1c2cnc3nc(-c4ccncc4)nn3c2ccn1CCN1CCCCC1	-5.3%
COc1ccc(-c2cc(N3CCCC(NC(=O)c4cc(F)ccc4Cl)C3)n[nH]2)cc1 (stereo unspecified)	6.6%
Cc1cnc(C(=O)NC2C[C@H]3CC[C@@H](C2)N3C(=O)c2ccc(C)s2)cn1 (stereo partly specified)	13.5%

Exported with bars between the fields: 2 of the compounds above.
Structure | ALOX12 inh
CN(Cc1ccccc1)Cc1ccc(F)cc1 | -3.7%[176 µM]
Cc1cccc(CN2C[C@@H](F)[C@@H](OCc3nc4ccccc4n3C)C2)n1 | 37.5%[activator][176 µM]

Compound activity from PubChem.
